Compound activity deposited in PubChem by PCMD.
Rad51 HR inh – Rad51 (human) homologous recombination inhibition | hRad51 DNA strand exchange, fluorescence dequenching | AID 1385 | Q06609 | inhibition, % at 10 µM | 200,000 compounds, 0.085% hits;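 active = inhibition above 40% at the single screening dose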;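 also: 0% = DMSO control wells and 100% = blanks with heterologous ssDNA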
Target sequence (Q06609 whole entry, looked up): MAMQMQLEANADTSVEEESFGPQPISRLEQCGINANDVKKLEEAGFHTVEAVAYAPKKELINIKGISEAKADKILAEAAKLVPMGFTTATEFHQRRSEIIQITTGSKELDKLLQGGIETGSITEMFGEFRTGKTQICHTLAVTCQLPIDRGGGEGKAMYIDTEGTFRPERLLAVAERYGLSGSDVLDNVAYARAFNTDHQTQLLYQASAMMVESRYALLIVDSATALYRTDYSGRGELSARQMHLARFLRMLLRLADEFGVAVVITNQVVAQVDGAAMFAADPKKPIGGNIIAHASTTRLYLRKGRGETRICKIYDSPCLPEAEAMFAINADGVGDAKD
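Read-out basis: percent inhibition relative to plate controls and blanks / Assay system: human Rad51 nucleoprotein filaments preassembled on unlabelled ssDNA / Timing: filaments 15 min 37 °C, then compound 30 min / Control set: per-plate controls and blanks / Technique: fluorescence dequenching at 485/520 nm / Compound: 10 µM final, single point / Also added: Fluorescein- and BHQ1-tagged 47-mer duplex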
Active calls of the source: *. Some of the compounds tested; the hit share may differ from the screen's.

Rad51 HR inh	SMILES
-3	COc1c(CC=C(C)C)cc(C2CC(=O)c3c(O)cc(O)cc3O2)c(CC=C(C)C)c1O (stereo not given)
0	COc1ccc(-c2nnc3ccc(SCC(=O)N4CCCCCC4)nn23)cc1OC
10	O=C(NCc1ccccn1)C1Nc2ccc(C(F)(F)F)cc2C2C=CCC12 (stereo not given)
-2	CCCC[C@@H]1CCCO[C@@](C(=O)NCc2ccc(C)o2)(C(F)(F)F)C1
10	CCOC(=O)C[C@H]1c2ccc(C(F)(F)F)cc2S(=O)(=O)N1Cc1ccccc1
-3	COC(=O)C[C@H]1c2cc(F)cc(F)c2S(=O)(=O)N1C1CCN(Cc2ccccc2)CC1
8	O[C@@H]([C@H](O)[C@H](O)CBr)[C@H](O)CBr
-6	C#CCOCCOCCOCCNc1nc(N2CCN(C(=O)C([C@@H](C)CC)n3cc(C(N)COC(=O)C(F)(F)F)nn3)CC2)nc(N2CCN(C(=O)[C@H](Cc3cc4ccccc4[nH]3)n3cc(C(N)CO)nn3)CC2)n1 (stereo not given in full)
1	Cc1cccc(-n2cnc3c(c2=O)c2nc4ccccc4nc2n3Cc2ccco2)c1
-7	O=C1CC2(CCCCCC2)Oc2ccc(Cl)cc21
-3	NC(=O)C1CCN(c2ccc3c(c2)S(=O)(=O)c2ccccc2C3=O)CC1
-1	Cn1c(=O)c2c(nc(/C=C/c3cccc(Cl)c3)n2C)n(C)c1=O
-9	CC(=O)N[C@H](Cc1c[nH]c2ccccc12)C(=O)O
0	Cc1nc(-c2ccccc2)sc1C1(C)CC(c2cccnc2)=NO1 (stereo not given)
-1	CC(C)=CCc1c(O)cc(O)c2c(=O)c3c(CC=C(C)C)c(O)ccc3oc12
36	CC1=C(C(=O)OCc2ccccc2)C(c2ccc3c(c2)OCO3)NC(=O)N1CCCC(=O)O (stereo not given)
-5	N=C(N)SCCc1cccc(CCSC(=N)N)c1
-2	CCCNC(=O)C1(CC2CC(c3ccccc3)=NO2)CCN(C(=O)C2(C)CC2)CC1 (stereo not given)
-6	C=CCOC(=O)C1=C[C@@H](c2ccc(C(F)(F)F)cc2)C[C@@H](OCCCCO)O1
2	COCOc1ccc(C=O)cc1OCOC
-10	C=C1CCN([C@@H](Cc2ccccc2)C(=O)O)S(=O)(=O)c2ccccc21
-5	COc1ccc(CN2[C@@H](CC(=O)O)c3cc(C(F)(F)F)ccc3S2(=O)=O)cc1
6	C=C1CCN([C@@H](CC(C)C)C(=O)Nc2ccc(OC)cc2)S(=O)(=O)c2ccccc21
2	Cc1cc(C)cc(SCc2noc(C(=O)NCCC(C)C)c2C(=O)NCCC(C)C)c1
-3	COc1ccc(-c2csc(NC(CO)c3nc4ccccc4n3CCCO)n2)cc1 (stereo not given)
-6	NC(Cc1c[nH]c2ccccc12)C(=O)Nc1ccccc1 (stereo not given)
-2	COC(=O)CCCCCN1C(=O)NC(C2CC2)C(C(=O)OCc2ccccc2)=C1C (stereo not given)
16	C[C@@H]1CC[C@]2(O[C@H](CCO)C[C@@H](O)[C@@H]2O)O1
-4	CC(C)(C)NC(=O)[C@@H]1C[C@@H]2CCCC[C@@H]2CN1C[C@@H](O)[C@H](Cc1ccccc1)NC(=O)[C@H](CC(N)=O)NC(=O)c1ccc2ccccc2n1
-5	Cc1ccc(Cn2c(CCNc3nc(-c4ccc(C)cc4)cs3)nc3cc(C(=O)NCCCO)ccc32)cc1
-4	COc1ccc(-c2oc3ccc(N4CCOCC4)cc3c2C#CCO)cc1
-2	CC[C@H]1CC2CN3CCc4c([nH]c5c([C@H]6C[C@H]7[C@H](CC)CN(C)[C@@H](Cc8c6[nH]c6ccccc86)[C@H]7C(=O)OC)c(OC)ccc45)C(C(=O)OC)(C2)C13
-2	COc1ccc(-c2nc(C#N)c(N3CCN(c4cccc(Cl)c4)CC3)o2)cc1OC
5	COc1ccc(C2=CC(=O)CC(c3ccc(F)cc3)C2)cn1 (stereo not given)
-6	C#Cc1ccc([C@H]2C=C(C(=O)NCc3nc4ccccc4[nH]3)O[C@@H](OCC)[C@@H]2CCCO)cc1
-5	CCOC(=O)C[C@H]1c2ccc(C(F)(F)F)cc2S(=O)(=O)N1C1CCCC1
-5	C=CCSc1nnc2c(n1)-c1cccc3cccc-2c13
-1	CC(=O)N1[C@H](C)C=C[C@]1(Cc1ccccc1)C(=O)NCCN1CCOCC1
-1	NC(=O)C1=C[C@@H](C2CCCCC2)C[C@@H](OCc2ccc(CO)cc2)O1
-3	CCC(=O)OC1(C)C(=O)C=C2C=C(CCCCNC(=O)OC(C)(C)C)OC=C2C1=O (stereo not given)
-13	O=C1c2ccccc2S(=O)(=O)c2cc(N3CCN(C(=O)c4ccccc4)CC3)ccc21
-9	CC1(c2nnc(-c3ccc(F)cc3)o2)CC(c2ccncc2)=NO1 (stereo not given)
-4	COc1ccc(-c2c(-c3ccsc3)oc3ccc(N4CCOCC4)cc23)cn1
-5	COc1ccc(C(=O)c2c(-c3ccc(OC)cc3)oc3ccc(-c4ccc(OC)nc4)cc23)cc1
11	CCOC(=O)C[C@H]1c2ccccc2S(=O)(=O)N1Cc1cc(OC)c(OC)c(OC)c1
-5	O=C(NCCc1nc(-c2ccccc2)no1)c1ccccc1
14	CCN1C(=O)N[C@@H](c2cccs2)C(C(=O)OC)=C1C
5	CC1(C)c2[nH]c3ccccc3c2C[C@H]2C(=O)N(Cc3ccc(F)cc3)C(=O)N21
-5	Cc1ccnc(NC(=O)CCC(=O)N(CC(=O)NC2CCCCC2)c2ccc3c(c2)OCO3)c1
-2	COCCNC(=O)C1Nc2ccc(OC(F)(F)F)cc2C2C=CCC12 (stereo not given)

(more compounds)
Rad51 HR inh	SMILES
3	CCCCN1CC[C@H]2C=CC[C@@H](C(=O)Nc3ccc(Cl)cc3Cl)[C@H]2C1=O
-5	OCCNc1nc(Nc2cc(Cl)ccc2OC2CCCC2)nc(N2CCCC2)n1
-12	O=c1[nH]c(Nc2ccccc2Cl)cc2ccccc12
2	O=C(NCc1ccc(F)cc1)c1ccc2c(c1)S(=O)(=O)c1ccccc1C2=O
9	COC(=O)/C=C/c1cc(F)ccc1S(=O)(=O)NC(C)(C)C
4	CC(C)(C)OC(=O)N1CCC2(CC1)Oc1ccc(Cl)cc1C(=O)C21CC(c2ccc(Cl)cc2)=NO1 (stereo not given)
-4	Cc1cccc(-c2nnc3n2N=C(c2ccc(Br)cc2)CS3)c1
8	O=C1c2ccccc2S(=O)(=O)c2cc(C(=O)N3CCN(c4ncccn4)CC3)ccc21
-4	COC(=O)C1=C(C(=O)OC)[C@@H]2N(C)c3ccc(OC)cc3[C@@]23C[C@@H](C(=O)OC)N(C(=O)c2cc(C)oc2C)C3=N1
4	O=c1[nH]c(Nc2ccccn2)cc2ccccc12
1	C/C(=C\C(=O)OCCCCCCCCC(=O)O)C[C@@H]1OC[C@H](C[C@@H]2O[C@H]2[C@@H](C)[C@H](C)O)[C@@H](O)[C@H]1O
8	C[C@@H](NC(=O)C(=O)c1c[nH]c2ccccc12)c1ccccc1
-3	C=CC[C@@H]1C=C(C)C[C@H](C)C[C@H](OC)[C@H]2O[C@@](O)(C(=O)C(=O)N3CCCC[C@H]3C(=O)O[C@H](/C(C)=C/[C@@H]3CC[C@@H](O)[C@H](OC)C3)[C@H](C)[C@@H](O)CC1=O)[C@H](C)C[C@@H]2OC
3	CC1(c2nnc(Cc3ccccc3)o2)CC(c2ccncc2)=NO1 (stereo not given)
6	c1ccc2oc(CCc3nc4ccccc4o3)nc2c1
-14	COC(=O)CCC(=O)OC1(C)C(=O)C2=CN(CCc3ccccn3)C(c3ccc(OC)cc3)=CC2=C(Br)C1=O (stereo not given)
1	C=CCN1C=C2C(=O)C(C)(OC(=O)c3cnc4ccccc4n3)C(=O)C=C2C=C1/C=C/COC (stereo not given)
-2	O=C1CCC[C@H]2c3[nH]c4ccccc4c3CCN12
2	O=C(O)C(S)C(S)C(=O)O (stereo not given)
-3	O=C1CC2(CCCCCC2)Oc2ccccc21
5	COC(=O)c1cc(S(=O)(=O)n2nc(C)cc2C)c(Cl)cc1Cl
10	CCOc1ccccc1-c1cc(-c2ccc(OC)cc2)nc2c1c(=O)n(C)c(=O)n2C
3	Cc1c(N=Cc2cc3c(cc2Cl)OCO3)c(=O)n(-c2ccccc2)n1C
9	CC1(O)C(=O)C=C2C=C(c3ccc(C#N)cc3)OC=C2C1=O (stereo not given)
0	O=C1CC(c2ccc(O)cc2)Oc2cc(O)ccc21 (stereo not given)
3	C1=C(c2ccccc2)Nc2ncnn2C1c1ccccc1 (stereo not given)
1	COc1ccc(-c2nc3c(s2)CCc2onc(-c4ccc(Br)cc4)c2-3)cc1
-5	C=CC[C@]12CC=CC(=O)[C@@]1(O)O[C@H](c1ccc(OC)c(OC)c1)[C@H]2C
-10	CCCCC1=CC2=CC(=O)C(C)(OC(=O)CCC(=O)OC)C(=O)C2=CO1 (stereo not given)
-1	COC(=O)C1=C(CCc2ccccc2)NC(=O)NC1c1ccc(Cl)cc1 (stereo not given)
4	COC(=O)C1N[C@@H]([C@@H](NC(=O)COc2ccccc2)C(=O)NC2CC2)SC1(C)C (stereo not given in full)
-9	Cc1ccc(CN2[C@@H](CC(C)C)COCCS2(=O)=O)cc1
-1	CCN(CC)CCOCCOC(=O)C1(c2ccccc2)CCCC1
2	C[C@H]1C=C(C(=O)O)O[C@@H](OCc2ccc(CO)cc2)C1
-1	C=CCOC(=O)C1=C[C@H](c2csc3ccccc23)C[C@H](OCc2ccc(CO)cc2)O1
-2	C#C[C@]1(O)CC[C@H]2[C@@H]3CCC4=Cc5oncc5C[C@]4(C)[C@H]3CC[C@@]21C
6	CCOC(=O)C1=C(C)N(CCCC(=O)O)C(=O)NC1c1ccc(C(F)(F)F)cc1 (stereo not given)
1	CCO[C@H]1OC(C(=O)NCc2ccccc2)=C[C@@H](C(C)(C)C)[C@@H]1CCCO
-6	CCC(C)N(C(=O)COC(=O)c1cn(CC)c2nc(C)ccc2c1=O)C1CCS(=O)(=O)C1 (stereo not given)
-7	C/C=C1\COC(C(=O)NCc2ccncc2)(C(F)(F)F)C=C1C=C1CCCCC1 (stereo not given)
2	COc1ccc(CNC(=O)C2(CC3CC(c4ccccc4)=NO3)CCNCC2)cc1 (stereo not given)
-4	CC1(C)c2[nH]c3ccccc3c2C[C@H]2C(=O)N(Cc3ccccc3)C(=O)N21
2	CCOC(=O)C1=C(C)N(CCCC(=O)O)C(=O)NC1c1ccccc1OC(=O)c1cccs1 (stereo not given)
1	CCOC(=O)C[C@H]1c2cc(F)ccc2S(=O)(=O)N1C(C)(C)C
7	COC(=O)CCCC1=CC2=CC(=O)C(C)(O)C(=O)C2=CO1 (stereo not given)
-1	NC1(C(=O)O)CC1
5	Cc1nc2ccc(CN(C)c3ccc(C(=O)N[C@@H](CCC(=O)O)C(=O)O)s3)cc2c(=O)[nH]1
3	CC(C)=CCc1c([C@@H]2CCc3ccc(O)cc3O2)cc2c(c1O)OC(C)(C)C=C2
-6	COC(=O)C[C@H]1c2cc(F)ccc2S(=O)(=O)N1Cc1ccccc1OC
5	CCCC(C(=O)OCCN(CC)CC)(c1ccccc1)c1ccccc1

Six of the entries above in order of the Rad51 HR inh value, ascending.
Rad51 HR inh	SMILES
-12	O=c1[nH]c(Nc2ccccc2Cl)cc2ccccc12
-4	CC(C)(C)NC(=O)[C@@H]1C[C@@H]2CCCC[C@@H]2CN1C[C@@H](O)[C@H](Cc1ccccc1)NC(=O)[C@H](CC(N)=O)NC(=O)c1ccc2ccccc2n1
-3	COC(=O)C[C@H]1c2cc(F)cc(F)c2S(=O)(=O)N1C1CCN(Cc2ccccc2)CC1
-2	O=C1CCC[C@H]2c3[nH]c4ccccc4c3CCN12
4	CC(C)(C)OC(=O)N1CCC2(CC1)Oc1ccc(Cl)cc1C(=O)C21CC(c2ccc(Cl)cc2)=NO1 (stereo not given)
10	CCOC(=O)C[C@H]1c2ccc(C(F)(F)F)cc2S(=O)(=O)N1Cc1ccccc1

The listing picks up with the 2 entries that preceded the break.
Rad51 HR inh	SMILES
-6	COC(=O)C[C@H]1c2cc(F)ccc2S(=O)(=O)N1Cc1ccccc1OC
5	CCCC(C(=O)OCCN(CC)CC)(c1ccccc1)c1ccccc1
4	COC(=O)[C@H]1[C@H](CCc2ccccc2)NC(=O)N(Cc2ccccc2)[C@@H]1C
4	CC(C)(C)N1[C@@H](CC(=O)O)c2cc(C(F)(F)F)ccc2S1(=O)=O
-5	CC(=O)C[C@H]1c2cc(C(F)(F)F)ccc2S(=O)(=O)N1C1CCCC1
-7	OCCCn1c(C2CCCN2c2nc(-c3ccc(Cl)cc3)cs2)nc2cc(Cl)c(Cl)cc21 (stereo not given)
3	COc1ccc2nc(C3CCCCC3)c3c(c2c1)CCC3
0	CCCCC1CCCOC(C(=O)NCCNCCO)(C(F)(F)F)C1 (stereo not given)
-4	CCCNC(=O)c1c(CSc2ccc(Cl)cc2)noc1C(=O)NCc1ccccc1
2	Cc1ccc(C2=NOC(C)(c3sc(-c4ccc(Cl)cc4)nc3C)C2)cc1 (stereo not given)
1	CCCC[C@@H]1C[C@H]1[C@@H](NC(=O)c1ccco1)c1ccccc1C(F)(F)F
-5	CCCCCCCCN1[C@@H](CC(=O)OCC)c2cc(C(F)(F)F)ccc2S1(=O)=O
-1	Cc1ccc(-c2csc3nc(=O)c(C)nn23)cc1
-5	C=C1CC2C(=O)N(Cc3cc(OC)ccc3OC)C(C(=O)OCC)(C(=O)OCC)C1N2C(=O)OC(C)(C)C (stereo not given)

A different layout for part of the listing above.
molecule	Rad51 HR inh
Cc1ccc(C2=NOC(C)(c3sc(-c4ccc(Cl)cc4)nc3C)C2)cc1 (stereo not given)	2
COC(=O)[C@H]1[C@H](CCc2ccccc2)NC(=O)N(Cc2ccccc2)[C@@H]1C	4
C=C1CC2C(=O)N(Cc3cc(OC)ccc3OC)C(C(=O)OCC)(C(=O)OCC)C1N2C(=O)OC(C)(C)C (stereo not given)	-5
CCCC[C@@H]1C[C@H]1[C@@H](NC(=O)c1ccco1)c1ccccc1C(F)(F)F	1
CCCCCCCCN1[C@@H](CC(=O)OCC)c2cc(C(F)(F)F)ccc2S1(=O)=O	-5
CCCCC1CCCOC(C(=O)NCCNCCO)(C(F)(F)F)C1 (stereo not given)	0
